# High-throughput results deposited in PubChem BioAssay by National Center for Advancing Translational Sciences (NCATS).
# p53null 32C kill: selectivity test: cytotoxicity in p53 null cells, permissive temperature. H1299-neo p53 null cells, ATP luminescence, 24 h, 32C. 55,000 compounds, 0.62% hits. Potency, µM (series often up to 46.1 µM), for the others: top-dose activity change, negative = cytotoxicity, most hits filed as cytotoxic; active means well fitted cell-killing curve with a large enough effect; inconclusive means small, poorly fitted or top-dose-only effect; inactive means no such curve, though single readings can be large or run the other way;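 further: 0% = DMSO only and -100% = full killing by 100 µM tamoxifen; nearly all actives have a fitted effect of over 55% in size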
#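 Overnight 37C seeding (600 cells/well) of H1299-neo preceded a 24 hr, 32C exposure to compounds up to 46 uM. ATP levels, read by luminescence after 20 min at RT, indicated surviving cells.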
# * = called active by the depositor; ? = inconclusive; [ ] = dose if it differs, or a comment. Potency means the concentration at half of the fitted maximal effect. Only part of the results is shown; rates above refer to the full screens.
# Preview:
1	Cc1nc(NC(=O)c2cccc(-c3cc4ccccc4oc3=O)c2)ccc1Br
  p53null 32C kill = -26.3%
2	CCOc1ccc(C(=O)NCC(=O)OCc2ccc(F)cc2Cl)cc1
  p53null 32C kill = -21.4%

# Main list, from the start:
1	Cc1nc(NC(=O)c2cccc(-c3cc4ccccc4oc3=O)c2)ccc1Br
  p53null 32C kill = -26.3%
2	CCOc1ccc(C(=O)NCC(=O)OCc2ccc(F)cc2Cl)cc1
  p53null 32C kill = -21.4%
3	Cn1c(=O)n(C)c2cc([N+](=O)[O-])c(N3CCN(C(=O)c4cccc(Cl)c4)CC3)cc21
  p53null 32C kill = -20.1%
4	Cc1nc2ccccc2nc1OCc1cccc(Cl)c1
  p53null 32C kill = -11.5%
5	CC(CC1CC(C)(C)OC1=O)C(=O)Nc1ccc([N+](=O)[O-])cc1 (stereo unspecified)
  p53null 32C kill = -28.7%
6	CC(C)OP(=O)(c1ccccc1)c1ccccc1
  p53null 32C kill = -0.9%
7	O=c1c2ccccc2oc2nc(-c3ccco3)n(-c3ccccc3)c(=O)c12
  p53null 32C kill = -3.7%
8	Cc1ccc(SCc2cc(=O)[nH]c(/N=C(\N)Nc3ccccc3Sc3ccccc3)n2)cc1
  p53null 32C kill = -2.1%
9	Cc1ccc2nc(-c3ccc(NC(=O)CN4C(=O)c5ccccc5C4=O)cc3)sc2c1
  p53null 32C kill = 22.4µM*
10	O=C(Nc1cccc([N+](=O)[O-])c1)c1ccncc1
  p53null 32C kill = 0.6%
11	CCn1c2ccccc2c2cc(/C=N/NC(=O)c3ccccc3C)ccc21
  p53null 32C kill = -22.4%
12	CC(Nc1cccc2ccccc12)C(=O)N/N=C/c1ccc([N+](=O)[O-])cc1 (stereo unspecified)
  p53null 32C kill = -2.6%
13	Cc1ccccc1NC(=O)Nc1nc2ccc(S(C)(=O)=O)cc2s1
  p53null 32C kill = -2.1%
14	CC(C)c1ccccc1-n1c(SCC(=O)N2CCc3ccccc3C2)nc2ccccc2c1=O
  p53null 32C kill = 42.3%[activator]
15	CCOC(=O)c1ccc(C(=O)OCC)c(NC(=S)Nc2ccc([N+](=O)[O-])cc2OC)c1
  p53null 32C kill = -13.2%

16	CCCN(CC(=O)Nc1ccc(Cl)cc1Cl)C(=O)/C=C/c1ccco1
  p53null 32C kill = 0.0%
17	CC(C)OC(=O)c1c2c(n3ccccc13)C(=O)c1ccccc1C2=O
  p53null 32C kill = 10.0%
18	Cc1ccc(NC(=S)NCC2CCCO2)c(OC(F)F)c1 (stereo unspecified)
  p53null 32C kill = -4.6%
19	COc1cccc(/C=C2\SC(=O)N(CCC(=O)NNC(=O)c3ccccc3Cl)C2=O)c1
  p53null 32C kill = -4.9%
20	O=C(C(Sc1ccccc1)c1ccccc1)N1CCOCC1 (stereo unspecified)
  p53null 32C kill = -13.9%
21	COc1ccc(-c2nsc3c(SCc4ccccc4)ncnc23)cc1
  p53null 32C kill = -15.5%
22	Cn1c(CC(=O)Nc2ccc(F)cc2)c(Sc2ccccc2)c2ccccc21
  p53null 32C kill = -22.0%
23	O=[N+]([O-])c1ccc(N2CCNCC2)cc1Sc1nc2ccccc2[nH]1
  p53null 32C kill = -8.7%
24	CC(NC(=O)OCc1ccccc1)C(=O)Oc1cc2oc(=O)cc(-c3ccccc3)c2cc1Cl (stereo unspecified)
  p53null 32C kill = 7.3%
25	O=C(COC(=O)c1ccc(-c2nnc(-c3ccccc3)o2)cc1)c1ccccc1
  p53null 32C kill = -0.4%
26	O=C(NC(=S)Nc1ccccc1N1CCOCC1)c1ccc(-c2cc(Cl)ccc2Cl)o1
  p53null 32C kill = -21.5%
27	Cc1c2cnn(CC(=O)N3CCN(c4ncccn4)CC3)c(=O)c2c(C)n1Cc1ccc(F)cc1
  p53null 32C kill = 10.3%
28	O=C(Nc1ncc(Cc2cccc(Cl)c2)s1)c1ccc([N+](=O)[O-])cc1
  p53null 32C kill = -13.2%
29	CCNc1ccc(S(=O)(=O)N(C)C)cc1NCC(=O)Nc1c(F)cccc1F
  p53null 32C kill = 3.7%
30	O=C(NCCC1=CCCCC1)c1ccc([N+](=O)[O-])cc1
  p53null 32C kill = -10.8%

31	O=C(Oc1coc(CSc2nnc(NC(=O)c3cccs3)s2)cc1=O)c1ccccc1
  p53null 32C kill = -10.9%
32	COc1ccc(NC(=O)c2ccc(NCCCN3CCOCC3)c([N+](=O)[O-])c2)cc1
  p53null 32C kill = -7.7%
33	O=C(CSc1nc2ccccc2[nH]1)Nc1nc(-c2ccccc2)c(-c2ccccc2)o1
  p53null 32C kill = 36.0%[activator]
34	Cc1cc(C)cc(C(=O)NC(=S)Nc2ccc(-c3cc4ccccc4oc3=O)cc2)c1
  p53null 32C kill = -20.9%
35	CCCCNC(=O)CSc1nc2ccc(N3CCOCC3)cc2c(=O)n1CCc1ccccc1
  p53null 32C kill = 4.8%
36	CCOc1ccc(N/C=C/C(=O)c2ccccc2)c([N+](=O)[O-])c1
  p53null 32C kill = 6.31µM*
37	O=C(CN1C(=O)S/C(=C/c2cc(Br)cs2)C1=O)N1CCOCC1
  p53null 32C kill = -6.5%
38	CC(=O)c1cccc(NC(=O)CSC(=O)c2ccccc2)c1
  p53null 32C kill = -2.6%
39	COc1ccccc1CNC(=S)NC1CCCC1
  p53null 32C kill = 0.8%
40	COCCN(CCOC)c1nc(N)c2c(N)nc3c(c2c1C#N)CC(=O)N3Cc1ccc(Cl)cc1
  p53null 32C kill = 3.1%
41	Cc1csc(NC(=O)/C=C/c2ccc(C)o2)n1
  p53null 32C kill = -34.8%
42	Cc1nc(NC(=S)NC(=O)COc2ccc(Cl)cc2)ccc1Br
  p53null 32C kill = -19.5%
43	CSc1ncc(Cl)c(C(=O)Nc2cccc(C)c2)n1
  p53null 32C kill = -29.7%
44	O=C(N/C(=C/c1cccc(Br)c1)c1nc(=S)[nH][nH]1)c1ccccc1
  p53null 32C kill = 11.3%
45	O=C(COC(=O)CSc1cccc2cccc(Cl)c12)Nc1ncc(C(F)(F)F)cc1Cl
  p53null 32C kill = ?

46	Cc1ccc(NC(=S)NC2CCCC2)cc1C
  p53null 32C kill = -25.5%
47	O=C(COc1ccc2oc(-c3ccccc3)cc(=O)c2c1)Nc1ccccc1
  p53null 32C kill = -14.2%
48	Cc1ccc2c(CC(=O)NC3CCCc4ccccc43)coc2c1 (stereo unspecified)
  p53null 32C kill = -19.1%
49	COc1cc(/C=N/Nc2nc3c(c(=O)n(C)c(=O)n3C)n2Cc2ccccc2)ccc1OC(=O)c1ccco1
  p53null 32C kill = -6.7%
50	CCOC(=O)CCCNc1ccc([N+](=O)[O-])cc1[N+](=O)[O-]
  p53null 32C kill = 6.2%
51	C/C(=C\C(=O)c1ccccc1)Nc1ccc2c(c1)OCO2
  p53null 32C kill = 0.8%
52	CC(=O)c1ccc(Nc2c3c(c(C#N)c4nc5ccccc5n24)CCC3)cc1
  p53null 32C kill = -18.7%
53	COCCCNCCOCCOc1ccc(C)cc1Br
  p53null 32C kill = -3.9%
54	O=C(NC(=S)Nc1ccccc1N1CCOCC1)c1ccc(-c2cccc(Cl)c2)o1
  p53null 32C kill = 4.7%
55	CCCCNC(=S)N(Cc1c(C)noc1C)c1ccccc1
  p53null 32C kill = -9.8%
56	CCC(=O)NC(=S)Nc1ccc(NC(=O)c2ccccc2[N+](=O)[O-])cc1
  p53null 32C kill = 9.4%
57	COc1ccc(Cn2c(-c3ccccc3)nc3c(c(=O)c4ccccc4n3C)c2=O)cc1
  p53null 32C kill = -16.3%
58	COc1ccc(C)cc1N(C(=O)c1ccccc1)c1nc2ccccc2s1
  p53null 32C kill = -1.1%
59	Cc1ccc(Cl)cc1NC(=O)c1ccccc1OCC(=O)Nc1ccc(Cl)cc1
  p53null 32C kill = 2.5%
60	Cc1ccnc(N/N=C/c2ccccc2)n1
  p53null 32C kill = ?

# A second format for 25 compounds above.
entry | SMILES | p53null 32C kill
8 | Cc1ccc(SCc2cc(=O)[nH]c(/N=C(\N)Nc3ccccc3Sc3ccccc3)n2)cc1 | -2.1%
9 | Cc1ccc2nc(-c3ccc(NC(=O)CN4C(=O)c5ccccc5C4=O)cc3)sc2c1 | 22.4µM*
10 | O=C(Nc1cccc([N+](=O)[O-])c1)c1ccncc1 | 0.6%
11 | CCn1c2ccccc2c2cc(/C=N/NC(=O)c3ccccc3C)ccc21 | -22.4%
12 | CC(Nc1cccc2ccccc12)C(=O)N/N=C/c1ccc([N+](=O)[O-])cc1 (stereo unspecified) | -2.6%
13 | Cc1ccccc1NC(=O)Nc1nc2ccc(S(C)(=O)=O)cc2s1 | -2.1%
14 | CC(C)c1ccccc1-n1c(SCC(=O)N2CCc3ccccc3C2)nc2ccccc2c1=O | 42.3%[activator]
15 | CCOC(=O)c1ccc(C(=O)OCC)c(NC(=S)Nc2ccc([N+](=O)[O-])cc2OC)c1 | -13.2%
16 | CCCN(CC(=O)Nc1ccc(Cl)cc1Cl)C(=O)/C=C/c1ccco1 | 0.0%
17 | CC(C)OC(=O)c1c2c(n3ccccc13)C(=O)c1ccccc1C2=O | 10.0%
18 | Cc1ccc(NC(=S)NCC2CCCO2)c(OC(F)F)c1 (stereo unspecified) | -4.6%
19 | COc1cccc(/C=C2\SC(=O)N(CCC(=O)NNC(=O)c3ccccc3Cl)C2=O)c1 | -4.9%
20 | O=C(C(Sc1ccccc1)c1ccccc1)N1CCOCC1 (stereo unspecified) | -13.9%
21 | COc1ccc(-c2nsc3c(SCc4ccccc4)ncnc23)cc1 | -15.5%
22 | Cn1c(CC(=O)Nc2ccc(F)cc2)c(Sc2ccccc2)c2ccccc21 | -22.0%
23 | O=[N+]([O-])c1ccc(N2CCNCC2)cc1Sc1nc2ccccc2[nH]1 | -8.7%
24 | CC(NC(=O)OCc1ccccc1)C(=O)Oc1cc2oc(=O)cc(-c3ccccc3)c2cc1Cl (stereo unspecified) | 7.3%
25 | O=C(COC(=O)c1ccc(-c2nnc(-c3ccccc3)o2)cc1)c1ccccc1 | -0.4%
26 | O=C(NC(=S)Nc1ccccc1N1CCOCC1)c1ccc(-c2cc(Cl)ccc2Cl)o1 | -21.5%
27 | Cc1c2cnn(CC(=O)N3CCN(c4ncccn4)CC3)c(=O)c2c(C)n1Cc1ccc(F)cc1 | 10.3%
28 | O=C(Nc1ncc(Cc2cccc(Cl)c2)s1)c1ccc([N+](=O)[O-])cc1 | -13.2%
29 | CCNc1ccc(S(=O)(=O)N(C)C)cc1NCC(=O)Nc1c(F)cccc1F | 3.7%
30 | O=C(NCCC1=CCCCC1)c1ccc([N+](=O)[O-])cc1 | -10.8%
31 | O=C(Oc1coc(CSc2nnc(NC(=O)c3cccs3)s2)cc1=O)c1ccccc1 | -10.9%
32 | COc1ccc(NC(=O)c2ccc(NCCCN3CCOCC3)c([N+](=O)[O-])c2)cc1 | -7.7%

# The list continues.
61	O=C(NC(=S)Nc1cc(C(F)(F)F)ccc1N1CCOCC1)c1sc2ccccc2c1Cl
  p53null 32C kill = -15.2%
62	COCCCNC(=S)N1CCN(C(=O)c2ccco2)CC1
  p53null 32C kill = -2.5%
63	COc1ccc2c(c1)c(C(=O)N/N=C/c1ccc(OC)c(OC)c1)c(C)n2C
  p53null 32C kill = -16.7%
64	COc1ccc(CCNC(=O)c2ccc(CNS(=O)(=O)c3cccc(Cl)c3)cc2)cc1OC
  p53null 32C kill = 13.5%
65	CCOC(=O)c1cnc2ccccc2c1Nc1ccc2c(c1)OCCO2
  p53null 32C kill = 4.3%
66	CCn1c(CCCOc2ccc(Cl)cc2Cl)nnc1SCC(=O)Nc1cc(F)ccc1C
  p53null 32C kill = -17.0%
67	CCCCNC(=O)/C(C#N)=C/c1ccc2c(c1)OCCO2
  p53null 32C kill = -10.1%
68	C(=C\c1nc(N2CCCC2)c2ccccc2n1)/c1ccccc1
  p53null 32C kill = 7.4%
69	C/C(=N\Nc1ccc(C(=O)O)cc1)c1nc2ccccc2n1C
  p53null 32C kill = -18.1%
70	CCCN(CCC)c1c([N+](=O)[O-])c(=O)oc2ccccc12
  p53null 32C kill = 3.8%
71	CCCCC1N2CC3([N+](=O)[O-])CN1CC([N+](=O)[O-])(C2)C3(C)C (stereo unspecified)
  p53null 32C kill = -16.9%
72	Cc1ccc(C(=O)N2CCN(c3ccc([N+](=O)[O-])c(N4CCOCC4)c3)CC2)cc1
  p53null 32C kill = -11.1%
73	CC1CCN(c2ccc([N+](=O)[O-])cn2)CC1
  p53null 32C kill = -6.6%
74	Cc1c(NC(=O)CN2c3cccc4cccc(c34)S2(=O)=O)c(=O)n(-c2ccccc2)n1C
  p53null 32C kill = -29.3%
75	Cc1ccnc(SCC(=O)c2ccc([N+](=O)[O-])cc2)n1
  p53null 32C kill = -26.3%
76	Cc1cc(=O)n2c3ccccc3n(CC(O)CN3CCC(C)CC3)c2c1C#N (stereo unspecified)
  p53null 32C kill = 0.5%
77	CCN(c1ccccc1)S(=O)(=O)c1cccc(C(=O)OCc2nc3sc(C)c(C)c3c(=O)[nH]2)c1
  p53null 32C kill = 4.1%
78	O=c1c2ccccc2nc(SCc2ccccc2F)n1C1CCCC1
  p53null 32C kill = -9.0%
